FBW7 activator – FBW7 E3 ligase activators, primary screen, biochemical, AlphaScreen, human. F-box/WD repeat-containing protein 7 (Homo sapiens), Q969H0. AlphaScreen FBW7–phospho-cyclin E peptide binding, activator screen. normalized activity (activation), % at 26.1 µM. 650,000 compounds, 0.13% hits. AID 1259310, 2017; in the data active = normalized activity above about 1.9%;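 note: purified mutant Fbw7 with reduced substrate affinity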
GPR151 ag – activators of human GPR151, primary screen, cell-based, PathHunter beta-arrestin, luminescence | PathHunter beta-arrestin GPR151 cells | activation, % at 11.2 µM | 650,000 compounds, 1% hits | AID 1508602, 2020; in the data active = activation above about 4.9%;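 note: 0% = median of compound wells and 100% = cells with positive control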
Target sequence (Q8TDV0 whole entry, looked up): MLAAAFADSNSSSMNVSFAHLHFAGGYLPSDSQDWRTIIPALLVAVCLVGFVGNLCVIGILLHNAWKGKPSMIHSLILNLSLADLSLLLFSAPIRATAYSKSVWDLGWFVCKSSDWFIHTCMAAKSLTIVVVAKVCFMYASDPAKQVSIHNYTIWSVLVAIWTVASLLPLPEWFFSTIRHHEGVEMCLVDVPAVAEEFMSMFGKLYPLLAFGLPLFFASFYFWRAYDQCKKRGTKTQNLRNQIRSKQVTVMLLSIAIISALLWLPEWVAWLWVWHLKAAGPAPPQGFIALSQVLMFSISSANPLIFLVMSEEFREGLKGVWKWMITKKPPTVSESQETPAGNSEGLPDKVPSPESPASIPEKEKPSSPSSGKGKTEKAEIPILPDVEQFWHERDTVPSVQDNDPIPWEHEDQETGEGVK
MITF primary – MITF inhibitors, primary screen, biochemical, AlphaScreen, human; AID 1259374, 2018; inhibition, % at 2.6 µM; AlphaScreen MITF homodimerization, bead proximity signal; 650,000 compounds, 0.91% hits; in the data active = inhibition above about 50%;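 note: 0% = vehicle wells with protein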
Target sequence (O75030 whole entry, looked up): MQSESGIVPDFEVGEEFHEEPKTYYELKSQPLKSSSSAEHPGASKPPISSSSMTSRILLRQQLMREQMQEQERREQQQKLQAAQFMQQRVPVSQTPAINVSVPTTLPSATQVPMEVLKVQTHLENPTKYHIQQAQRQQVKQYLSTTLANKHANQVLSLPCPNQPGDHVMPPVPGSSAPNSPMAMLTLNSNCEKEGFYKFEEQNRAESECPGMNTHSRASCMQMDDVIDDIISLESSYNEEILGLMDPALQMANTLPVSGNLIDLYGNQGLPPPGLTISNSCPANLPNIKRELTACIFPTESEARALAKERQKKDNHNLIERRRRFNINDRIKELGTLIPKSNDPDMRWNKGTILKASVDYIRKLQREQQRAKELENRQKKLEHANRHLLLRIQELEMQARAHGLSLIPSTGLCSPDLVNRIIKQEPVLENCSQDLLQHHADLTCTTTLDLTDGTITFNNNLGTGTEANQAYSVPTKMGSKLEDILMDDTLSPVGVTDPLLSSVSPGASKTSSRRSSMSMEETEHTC
TEAD-YAP inh – TEAD-YAP interaction inhibition, primary screen, TEAD-YAP interaction inhibitor project, luminescence, HEK-TIYL cells. inhibition, % at 9.12 µM. TEAD-Gal4/YAP UAS-luciferase luminescence. 640,000 compounds, 1.4% hits; in the data active = inhibition above about 32%;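 note: 0% = median of test compound wells and 100% = reference inhibitor wells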
* marks the source's active call; other numbers are inactive results.

SMILES	FBW7 activator	GPR151 ag	MITF primary	TEAD-YAP inh
CCOC(=O)N1CCN(C(=O)NC23CC4CC(CC(C4)C2)C3)CC1	-0.1	0.8	9.7	-2.2
CCN1CCc2[nH]c3ccccc3c2C1	0.8	-1.4	-4.7	6.4
CCOC(=O)c1c(NC(=O)C(C)Sc2nnc(CNC(=O)c3cc(OC)cc(OC)c3)n2C)sc2c1CCCC2 (stereo unspecified)	0.1	-0.6	3.5	-3.1
CC(C)(C)C1CCc2oc3ccc(NS(=O)(=O)c4ccc(Br)cc4)cc3c2C1 (stereo unspecified)	-0.1	-0.5	0.8	-2.3
Cc1ccc(-c2noc(CCC(=O)N3CCC(N4CCCCC4)CC3)n2)cc1	0.0	-0.6	10.4	-17.5
Oc1ccccc1N1CCN(c2cnccn2)CC1	0.0	-1.4	-11.7	14.8
CCn1c(=O)n(CC)c2cc(NC(=O)c3ccncc3)c(Br)cc21	0.1	-0.4	20.1	3.6
CCCCNC(=O)c1cnn2c(C(F)F)cc(-c3ccc(C)cc3)nc12	0.1	1.7	4.9	0.3
Cc1ncsc1CCC(=O)NCC1Cc2cccc(-c3cncc(C(N)=O)c3)c2O1 (stereo unspecified)	0.2	-0.6	-14.2	6.8
CC1CCN(C(=O)COC(=O)c2cccc(I)c2)CC1	-0.1	-0.5	-13.9	3.1
N=C1/C(=C/c2ccc(OCCOc3ccccc3Cl)cc2)C(=O)N=C2SC=C(c3ccccc3)N12	0.0	-2.1	-9.7	-15.0
CC1=C(C(=O)OCCCc2ccccc2)C(c2ccccc2F)CC(=O)N1 (stereo unspecified)	0.0	-0.1	5.6	-7.7
CCOC(=O)c1cc2c(=O)n(C)cnc2s1	-0.1	1.3	-5.1	-19.9
O=C(CC1CC2CCC1C2)NCCc1ccc(Cl)cc1 (stereo unspecified)	0.2	0.4	6.1	-19.3
Brc1ccc2[nH]c3c(c2c1)CCCCC3	0.1	2.6	6.4	4.0
O=C(c1ccccc1)c1ccc(-c2[nH]c(-c3cccc(F)c3)nc2-c2ccccc2)cc1	0.1	-0.6	6.5	-7.1
CCN(CC)S(=O)(=O)c1ccc(F)c(CO)c1	-0.1	1.0	7.4	-1.1
COc1ccc(/C=C2\Oc3c(ccc(O)c3C)C2=O)c(OC)c1	0.1	-0.1	-0.9	-9.2
Cc1ccc(S(=O)(=O)N2CCCC(C(=O)N3CCCc4ccccc43)C2)cc1 (stereo unspecified)	0.0	-1.6	-13.9	-3.8
Oc1ccc(Cl)cc1-c1nc2ccccc2s1	0.1	-1.6	2.9	-8.0
CCOC(=O)c1cc2ccccc2cc1O	0.1	-1.1	-3.2	1.2
COc1ccc2c(CC(=O)Nc3ccc(-c4nnc5n4CCCCC5)cc3)coc2c1	0.1	1.3	8.4	1.5
COc1ccc(/C=c2/sc3nc(=O)cnn3c2=O)cc1	0.0	1.9	9.8	-2.2
C=CCn1c(SCC(=O)NCCCO)nc2sc3c(c2c1=O)CCCC3	-0.1	-0.7	-8.3	1.2
Cc1cc2ncc(-c3ccccc3)nc2cc1C	-0.1	-8.6	-11.0	-26.7
O=C(NCc1ccccc1F)c1ccc(N2CCC(NCCc3ccco3)CC2)cc1	-0.1	-2.1	-5.7	-6.3
O=C(N[C@H]1CCCCNC1=O)c1cc(COc2ccc(F)cc2Cl)on1	0.1	0.7	9.1	-1.7
COc1cc2nc(CN(C)C(C)c3cccs3)nc(N)c2cc1OC (stereo unspecified)	-0.1	0.1	11.9	3.6
CC(=O)Nc1ccc(NS(=O)(=O)c2ccc(C)c([N+](=O)[O-])c2)cc1	-0.1	-2.6	-4.8	-8.6
CCc1ccccc1NC(=O)c1c(N)c(C(=O)c2ccc(OC)cc2)n2ccccc12	0.0	0.7	4.6	0.7
COc1cc(NC(=O)CSC2=C(C#N)C(c3ccccc3)C(C(=O)Nc3ccccc3)=C(C)N2)c(OC)cc1Cl (stereo unspecified)	0.0	0.4	22.0	12.4
O=C(Nc1ccc(F)cc1)c1nn(C23CC4CC(CC(C4)C2)C3)cc1[N+](=O)[O-]	-0.3	-0.4	9.7	-28.9
O=[N+]([O-])/C=C1\C=CC=CN1Cc1ccc(Cl)cc1	-0.1	0.8	-0.7	11.4
Cc1c(C(=O)NCCC2=CCCCC2)sc2ncn(CC(=O)N3CCCCC3C)c(=O)c12 (stereo unspecified)	-0.3	-1.4	23.7	-2.3
CCOC(=O)c1csc(NC(=O)c2ccc(S(=O)(=O)N3CCc4ccccc43)cc2)n1	-0.1	-0.4	20.2	35.4*
CC1(C)COC(c2ccc(F)cc2)=N1	0.0	-0.3	9.1	10.2
CCOc1ccc(NC(=O)C2CC(O)CN2C(=O)Nc2ccccc2F)cc1 (stereo unspecified)	0.2	-0.9	4.8	-3.7
CC(=O)N1CCN(C(=O)c2ccc(NCc3ccc(F)cc3)c(S(=O)(=O)Nc3cccc(C(F)(F)F)c3)c2)CC1	0.0	-0.2	-0.7	2.0
O=C(O)c1ccc(Cl)c(NC(=S)NC(=O)c2ccccc2[N+](=O)[O-])c1	-0.2	-0.4	4.9	1.4
Cc1[nH]nc2nc(SCC(=O)NCCc3ccc(S(N)(=O)=O)cc3)n(-c3ccc(Br)cc3)c(=N)c12	-0.2	0.8	-0.9	-0.2
COc1cccc(-c2ccc(NCC(C)(C)C)nc2)c1	-0.5	-0.1	-3.0	-96.7
COC(=O)CCCNC(=O)CC1C(=O)NCCN1Cc1cccc(F)c1 (stereo unspecified)	-0.1	1.8	-3.3	-8.1
CCOc1cc(/C=C2/C(=N)N3N=C(CC)SC3=NC2=O)cc(Cl)c1OCCOc1ccc(Cl)c(C)c1	0.0	0.9	-1.9	-14.0
CNC(=O)/C=C1/N(C)c2ccccc2C1(C)C	0.1	2.5	10.4	-0.1
C=C(C)Cn1c(=O)c2c(nc3n2CCCN3c2ccccc2OC)n(C)c1=O	-0.1	-0.4	-8.0	9.2

Reprinted at random: four compounds from above.
SMILES	FBW7 activator	GPR151 ag	MITF primary	TEAD-YAP inh
CCOC(=O)c1csc(NC(=O)c2ccc(S(=O)(=O)N3CCc4ccccc43)cc2)n1	-0.1	-0.4	20.2	35.4*
Cc1[nH]nc2nc(SCC(=O)NCCc3ccc(S(N)(=O)=O)cc3)n(-c3ccc(Br)cc3)c(=N)c12	-0.2	0.8	-0.9	-0.2
CCOc1cc(/C=C2/C(=N)N3N=C(CC)SC3=NC2=O)cc(Cl)c1OCCOc1ccc(Cl)c(C)c1	0.0	0.9	-1.9	-14.0
CC1(C)COC(c2ccc(F)cc2)=N1	0.0	-0.3	9.1	10.2

Remaining list, next part
SMILES	FBW7 activator	GPR151 ag	MITF primary	TEAD-YAP inh
CC(=O)Nc1ccc(Nc2nc(-c3csc4ccccc34)nc3c2ncn3Cc2ccc(C(F)(F)F)cc2)cc1	0.0	1.9	4.8	1.4
Cc1ccc(P(=Nc2ccc([N+](=O)[O-])cc2)(N2CCCC2)N2CCCC2)o1	0.2	0.7	12.0	-1.2
O=C(NS(=O)(=O)c1ccc(N2C(=O)Nc3ccccc3N2O)cc1)c1ccccc1	-0.5	0.7	11.9	-52.8
CCCCC1C(=O)NC(=Nc2nc(C)c3ccc(OC)cc3n2)NC1=O (stereo unspecified)	0.1	1.3	-1.0	-1.2
COc1ccc(Nc2cc(C)nc3ccc(Cl)cc23)cc1	0.1	-1.0	4.5	-0.5
OCc1ccccc1-c1cnn2c(NCCc3cccnc3)ccnc12	-0.6	-0.5	-19.6	-12.4
CCOC(=O)C1=C(C)N=c2s/c(=C\c3ccccc3Cl)c(=O)n2C1c1ccc(OC)cc1 (stereo unspecified)	0.0	3.3	-12.0	-5.3
CCCCCn1c(CN2CCN(Cc3ccccc3)CC2)nc2c1c(=O)[nH]c(=O)n2C	0.9	-0.6	7.5	-6.5
Cc1cc2c(Nc3ccc(Cl)cc3)ncnc2s1	-0.1	-0.9	0.3	-60.9
Cc1ccc(N(CC(=O)Nc2cc(C)ccc2C)S(=O)(=O)c2c(C)n[nH]c2C)cc1	0.3	0.3	2.9	-0.2
COC(=O)C1=C(C)N(CCc2ccc(OC)c(OC)c2)C(=O)/C1=C\c1ccc(SC)cc1	-0.2	0.3	13.8	-11.8
COc1cccc(C2C(C(N)=O)=C(C)Nc3nc(CCCO)nn32)c1 (stereo unspecified)	-0.1	0.8	-9.9	-3.0
COc1ccc(CCN2C(=O)C3C(C2=O)C2C=CC3C23CC3)cc1OC (stereo unspecified)	-0.1	-0.3	6.0	-8.2
CC(=O)c1ccc(NC(=O)Cn2ncc3c2-c2cc(C)ccc2OC3)cc1	-0.1	0.2	4.0	6.9
Cc1ccc(-c2nc(C(N)=O)c3[nH]c(=O)n(-c4ccc(C)cc4)c3n2)cc1	0.4	0.2	7.8	2.4
O=C1COc2cc(S(=O)(=O)CCC(=O)N3CCC(Cc4ccccc4)CC3)ccc2N1	-0.2	-0.1	-4.2	3.8
CCS(=O)(=O)N1CCC(C(=O)Nc2ccc(C(C)=O)cc2)CC1	0.1	-1.2	8.4	3.0
CCCC(CCC)C(=O)Nc1cccc(-c2csc3nc(C)cc(=O)n23)c1	0.2	0.7	11.4	29.0
CCOC(=O)Cc1ccc(NC(=O)N2CCC(CN3CCCCC3)CC2)cc1	0.1	3.3	4.7	-2.8
Cc1nc(NC2=NCN(Cc3cccnc3)CN2)nc2ccccc12	-0.1	7.7*	12.9	4.1
COc1cccn2c(C(=O)NCC(F)(F)F)c(C(F)(F)F)nc12	1.4	1.4	16.8	4.6
CCOC(=O)CCC(=O)Nc1ccc(CC(=O)N2CCC(O)CC2)cc1	0.1	0.4	-13.6	-6.5
CCOc1c(Br)cc(C2C(C(=O)OC)=CN(Cc3ccc(OC)c(OC)c3)C=C2C(=O)OC)cc1OC	0.3	-0.1	0.4	-26.4
CN(C)c1nc2nonc2nc1N(C)Cc1cnn(C)c1	0.0	1.2	-5.4	-3.1
CC(C)c1nc(CNC(=O)CC2C(=O)NCCN2Cc2ccc(F)cc2Cl)cs1 (stereo unspecified)	0.1	-0.7	15.8	5.5
CC12CN(C(=O)c3ccco3)CC(c3ccccc3)(CN(C(=O)c3ccco3)C1)C2=O	-0.1	3.5	12.1	4.3
CCOc1ccccc1N(CC(=O)Nc1cccc(OC)c1)S(C)(=O)=O	0.0	1.0	7.1	9.6
Cc1ccc(C(=O)O/N=C(\N)c2ccccc2)cc1	0.2	-0.8	19.1	-14.0
CCc1nc2cc(CC(=O)O)ccc2o1	-0.1	0.3	13.7	-3.5
Cc1ccc(-n2[nH]c(C)c(C=NC(C)C)c2=O)cc1C	0.0	-1.1	3.4	-87.9
CC1(C)CC(=O)C(C=Nc2ccc(Cl)cc2Cl)=C(O)C1	-0.1	0.7	12.0	5.5
CCC(Sc1nc(C)cc(-c2ccccc2)n1)C(=O)Nc1cccc2ccccc12 (stereo unspecified)	0.1	-0.3	1.3	-2.4
O=[N+]([O-])c1cccc2c(S(=O)(=O)O)cccc12	0.0	-0.4	-1.4	-0.4
COc1cccc(C(=O)NCC(=O)N=Nc2c(O)[nH]c3ccc([N+](=O)[O-])cc23)c1	-0.1	0.1	-3.4	-6.5
CCOC(=O)CSc1ccc2nnc(-c3ccc(C)cc3)n2n1	0.1	0.6	10.8	1.0
O=C(COC(=O)COc1ccc(Br)cc1)NC12CC3CC(CC(C3)C1)C2	0.0	-2.8	-10.9	-1.2
COc1ccc(C2(NC(=O)c3cncnc3)CCCCC2)cc1	-0.2	-1.1	3.7	1.7
COc1cc(NC(=O)C2CC3CCC2C3)c(OC)cc1Cl (stereo unspecified)	-0.1	-0.1	-7.6	-3.4
COC(=O)c1cn(C)c2ccc(S(=O)(=O)N3CC(C)CC(C)C3)cc2c1=O (stereo unspecified)	0.5	0.0	9.0	-0.6
CCC(C)c1ccc(OCC(=O)NN2C(=O)c3ccccc3C2=O)cc1 (stereo unspecified)	-0.1	-0.4	0.3	-2.0
Cc1ccc(NC(=O)CSc2ncnc3sc(C)cc23)cc1	0.1	1.0	1.5	2.1
CC(C)(C)C1CCc2c(sc(NC(=O)C34CC5CC(CC(C5)C3)C4)c2C(=O)Nc2ccccc2C(F)(F)F)C1 (stereo unspecified)	-0.1	-1.0	5.2	-8.1
Cc1ccc(NC(=O)COc2ccccc2)c(N)c1	-0.1	0.2	11.4	-44.7
COc1ccccc1C(=O)N1c2ccccc2CCc2ccccc21	0.2	2.2	-3.5	14.0

Another view of 5 compounds above:
SMILES | FBW7 activator | GPR151 ag | MITF primary | TEAD-YAP inh
COc1ccc(C2(NC(=O)c3cncnc3)CCCCC2)cc1 | -0.2 | -1.1 | 3.7 | 1.7
COc1cc(NC(=O)C2CC3CCC2C3)c(OC)cc1Cl (stereo unspecified) | -0.1 | -0.1 | -7.6 | -3.4
COC(=O)c1cn(C)c2ccc(S(=O)(=O)N3CC(C)CC(C)C3)cc2c1=O (stereo unspecified) | 0.5 | 0.0 | 9.0 | -0.6
CCC(C)c1ccc(OCC(=O)NN2C(=O)c3ccccc3C2=O)cc1 (stereo unspecified) | -0.1 | -0.4 | 0.3 | -2.0
Cc1ccc(NC(=O)CSc2ncnc3sc(C)cc23)cc1 | 0.1 | 1.0 | 1.5 | 2.1

From PubChem
